Compound activity as filed in PubChem BioAssay.
FadD28 binding = inhibitors of FadD28 bisubstrate probe binding, primary screen, biochemical, fluorescence polarization, single point; Mycobacterium tuberculosis FadD28 fatty-acid-AMP ligase; inhibition, % at 12.5 µM; hit rate 0.22% among 360,000; AID 588549, 2011; in the data active means inhibition above about 8.5%, passing the limit was not always enough; inconclusive means no clear call, values can overlap the other calls
CCHF vOTU inh = CCHFV vOTU protease inhibitors, primary screen, biochemical, Pep-AMC substrate, fluorescence | Crimean-Congo hemorrhagic fever virus L polyprotein viral ovarian tumor (vOTU) protease … | inhibition, % at 11.5 µM | hit rate 0.55% among 370,000; further: 0% = vehicle wells with enzyme and 100% = no enzyme wells
PrPC TRFRET = inhibitors of human cell surface prion protein PrPC, primary screen, cell-based, TR-FRET; hit rate 0.43% among 370,000; TR-FRET read-out; AID 720596, 2013; inhibition, % at 13.8 µM; in the data active means inhibition above about 24%; further: 0% = median of the test wells and 100% = reference compound wells
Mtb FBA inh = Mtb FBA enzyme inhibitors, primary screen, biochemical, fluorescence, strain H37Rv; Fructose-bisphosphate aldolase (Mycobacterium tuberculosis (strain ATCC 25618 / H37Rv)), …; purified M. tuberculosis FBA, fluorescence read-out; inhibition, % at 1 µM; hit rate 2.3% among 360,000; AID 588726, 2011; in the data active means inhibition above about 27%;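 further: 0% = vehicle and 100% = reference inhibitor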
Target sequence (P9WQA3 whole entry, looked up): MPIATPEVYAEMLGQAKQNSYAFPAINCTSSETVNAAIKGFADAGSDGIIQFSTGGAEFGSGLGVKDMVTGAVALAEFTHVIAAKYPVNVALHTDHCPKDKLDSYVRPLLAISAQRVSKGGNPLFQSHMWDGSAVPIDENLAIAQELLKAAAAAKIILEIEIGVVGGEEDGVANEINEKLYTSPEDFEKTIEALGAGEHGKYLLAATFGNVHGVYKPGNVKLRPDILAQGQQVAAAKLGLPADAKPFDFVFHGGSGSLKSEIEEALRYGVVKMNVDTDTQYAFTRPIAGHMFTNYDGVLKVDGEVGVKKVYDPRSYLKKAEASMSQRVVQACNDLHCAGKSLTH
BioA inh = M. tuberculosis BioA enzyme inhibitors, primary screen, biochemical, plate reader, single point, HTS. 7,8-diaminopelargonic acid synthase BioA (Mycobacterium tuberculosis). purified M. tuberculosis BioA enzyme. inhibition, % at 9.99 µM. hit rate 0.096% among 360,000; in the data active means inhibition above about 40%; inconclusive means no clear call, values can overlap the other calls
BoNT-A LC inh2 = BoNT/A light chain protease inhibitors, primary screen, biochemical, flow cytometry, MLPCN library | hit rate 0.17% among 360,000 | AID 588499, 2011 | multiplex microsphere protease substrate cleavage | Botulinum neurotoxin type A light chain protease (Clostridium botulinum A str. ATCC 3502) | inhibition, % at 10 µM; in the data active means inhibition above about 30%; inconclusive means no clear call, values can overlap the other calls; further: plate controls were buffer without enzyme for full effect and enzyme alone for no effect
BoNT-F LC inh = BoNT/F light chain protease inhibitors, primary screen, biochemical, flow cytometry, MLPCN library. hit rate 0.22% among 360,000. Botulinum neurotoxin type F light chain protease (Clostridium botulinum). Multiplex microsphere protease cleavage assay. inhibition, % at 10 µM; in the data active means inhibition above about 35%, passing the limit was not always enough; inconclusive means no clear call, values can overlap the other calls; further: plate controls were buffer without enzyme for full effect and enzyme alone for no effect
GDH-TPI counter = GDH-TPI coupling enzyme inhibitors, primary screen, artefact control for M. tuberculosis FBA inhibitor project, biochemical, absorbance, full deck | hit rate 1.2% among 360,000 | inhibition, % at 4.8 µM | GDH-TPI coupled enzyme counterscreen, NADH absorbance;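 further: 0% = DMSO wells and 100% = wells lacking the enzyme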
Mtb UGM inh = M. tuberculosis UGM enzyme inhibitors, primary screen, biochemical, fluorescence polarization, single point; hit rate 0.06% among 320,000; UDP-galactopyranose mutase (Mycobacterium tuberculosis (strain ATCC 25618 / H37Rv)), …; purified UGM, fluorescence polarization probe displacement; inhibition, % at 10 µM; in the data active means inhibition above about 10%, passing the limit was not always enough; inconclusive means no clear call, values can overlap the other calls
Target sequence (P9WIQ1 whole entry, looked up): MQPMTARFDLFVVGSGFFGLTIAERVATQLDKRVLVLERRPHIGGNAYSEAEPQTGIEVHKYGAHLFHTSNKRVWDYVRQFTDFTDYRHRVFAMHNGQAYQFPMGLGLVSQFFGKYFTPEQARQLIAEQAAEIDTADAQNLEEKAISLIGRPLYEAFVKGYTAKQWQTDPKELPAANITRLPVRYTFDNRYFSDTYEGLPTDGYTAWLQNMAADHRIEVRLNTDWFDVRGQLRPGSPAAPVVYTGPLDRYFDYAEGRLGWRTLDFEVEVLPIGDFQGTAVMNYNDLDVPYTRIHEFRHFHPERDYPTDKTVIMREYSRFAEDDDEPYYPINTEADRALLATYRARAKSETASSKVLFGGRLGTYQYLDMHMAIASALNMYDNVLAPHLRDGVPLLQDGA
An asterisk follows results filed as active; u = inconclusive; x = no result given. Unless noted, no stated cut-off is given here; in the data, active means inhibition above about 30%; inactive means the rest.

SMILES	FadD28 binding	CCHF vOTU inh	PrPC TRFRET	Mtb FBA inh	BioA inh	BoNT-A LC inh2	BoNT-F LC inh	GDH-TPI counter	Mtb UGM inh
Cc1ncsc1C(=O)Nc1nc2c(s1)CCCC2	-2.2	14	2	-1	0.8	-1.4	-2	17	0.7
CC(C)CSc1nc2ccccc2n1CC(=O)O	0.8	6	9	4	-0.7	0.1	5	0	1.0
N#Cc1ccccc1S(=O)(=O)N1CCN(c2ccc(S(=O)(=O)N3CCOCC3)cn2)CC1	-1.7	1	-1	5	1.1	0.2	2	6	2.0
CN1C(=O)C(=Cc2sc(=O)n(-c3ccccc3)c2N(C)C)C(=O)N(C)C1=O	-2.9	-3	-4	-8	-1.8	-0.1	u	7	0.6
CCn1nc(C)cc1C(=O)n1nc(C)c(Sc2ncccn2)c1C	-4.0	2	1	-10	x	0.0	u	-14	0.5
O=C(Cc1cccc(NC(=O)C2CCCN(C(=O)c3ccccc3)C2)c1)Nc1cccc(C(=O)N2CCCCC2)c1 (configuration not stated)	-4.6	0	3	0	0.9	0.1	-4	-5	x
COC(=O)C1CCN(C2CC(=O)N(c3cc(C)cc(C)c3)C2=O)CC1 (configuration not stated)	0.1	9	-1	0	x	0.1	-3	8	0.7
O=C(Cc1ccc(-c2ccccc2)cc1)N1CCOCC1	-4.8	0	1	1	0.2	0.2	-14	-8	3.6
COc1ccc(NC(=S)N2CCc3ccccc32)cc1OC	0.8	12	1	1	-0.1	0.7	-3	3	-1.8
CC1=C(C(=O)N2CCOCC2)CC(CC(=O)NCC2CCCCC2)C(=O)N1Cc1ccc(C(C)(C)C)cc1 (configuration not stated)	-0.6	4	5	-2	-0.1	0.3	-4	x	x
Cc1ccc(N(CC(=O)NC2CCCC2)C(=O)CNC(=O)c2cccs2)cc1F	x	-10	-6	1	2.1	0.5	2	3	2.7
O=[N+]([O-])c1cccc(-c2ccc(SCc3ccccn3)nn2)c1	0.4	-4	-21	5	-2.8	-0.7	0	9	1.1
CCCCC1=NN(C(=O)c2ccncc2)C(O)(C(F)(F)F)C1 (configuration not stated)	-1.1	-5	4	0	1.0	0.1	-4	10	-1.2
Cn1c(=O)oc2cc(S(=O)(=O)N3CCN(Cc4ccc5c(c4)OCO5)CC3)ccc21	-3.7	0	-3	-1	-0.6	0.8	-3	4	0.9
CCCc1cc(=O)oc2c(C)c(OCC(=O)NCCCn3ccnc3)ccc12	-0.8	10	-9	11	-1.3	0.3	4	7	-1.8
Cc1ccccc1CN(c1ccc(C(=O)N/N=C/c2ccc(OCC(N)=O)cc2)cc1)S(C)(=O)=O	-7.9	12	1	0	x	0.0	-6	16	-0.1
O=C(COC(=O)c1ccc(Cl)nc1)Nc1ncc(Cl)cc1Cl	-3.8	-12	-1	0	x	-0.2	-2	-6	3.6
Nc1ccn(C2OC(CO)C(O)C2O)c(=O)n1 (configuration not stated)	-3.0	-2	6	2	-0.6	-0.4	-4	4	x
O=C(NCc1ccc(Cl)cc1)c1ccc2ccccc2n1	-4.1	7	15	65*	-3.2	-3.7	-10	-2	0.3
NC(=O)c1ccsc1NC(=O)COC(=O)Cc1ccc(F)cc1	0.6	-11	1	0	3.4	-0.2	-2	7	x
CC1=C(C)CC(C(=O)Nc2nc(C)cs2)C(C(=O)O)C1 (configuration not stated)	-2.5	-9	2	-2	-1.2	-0.5	-17	-3	2.2
O/N=C/c1cc(Br)ccc1OCc1ccccc1F	0.6	17	0	1	-0.2	-1.3	-6	8	5.0
COc1ccc(C(=O)COC(=O)CCN2C(=O)[C@@H]3[C@H](C2=O)[C@@H]2C[C@H]3C(Br)C2Br)cc1 (some centres not stated)	-0.5	2	-3	0	x	0.7	3	0	3.9
O=C(Nc1cccc(-c2nc3ccccc3[nH]2)c1)c1ccccn1	-1.9	5	0	4	-2.6	-1.5	-48	7	1.3
CC1CCCC(NC(=O)CCS(=O)(=O)c2ccc3c(c2)NC(=O)CS3)C1C (configuration not stated)	-2.6	15	0	-1	4.9	-0.2	4	-1	2.9
CCOC(=O)N1CCN(c2ncnc3c2[nH]c2ccc(F)cc23)CC1	-0.4	-7	15	10	0.4	0.3	3	6	0.5
Cc1ccc(-c2csc3nc4ccc(C(=O)NCCO)cc4c(=O)n23)cc1	-2.4	-44	1	31*	0.2	-0.8	-8	5	-2.9
c1ccc(-n2cnc3ccccc32)cc1	-4.5	-7	6	-1	x	-0.1	-1	-9	4.2
CC(C)(C)c1ccc(S(=O)(=O)N2CCSC2)cc1	-4.4	1	8	0	1.9	-0.2	4	-7	-3.6
C=CCC1(NC(C)c2ccccc2)CCCCC1 (configuration not stated)	-1.8	-9	-4	2	x	-0.5	0	-1	0.0
CCc1ccccc1NC(=O)CSc1nc2ccccc2n1CC(=O)N(C)C	-0.8	-12	5	2	-0.7	u	14	6	x
O=C1CN(c2ccccc2F)C(=O)CN1c1ccccc1F	-0.5	10	3	0	-0.2	1.1	2	3	-0.9
Nc1ccc(-c2nc3cc([N+](=O)[O-])ccc3o2)cc1	-3.3	10	-10	0	-2.1	-0.2	2	42*	2.4
CN(Cc1ccccc1)C(=O)c1cccc(NC(=O)Cc2ccc(NC(=O)C3CCN(C(=O)C4CC4)CC3)cc2)c1	-5.9	2	-6	-1	-0.1	0.0	-3	-6	x
CC(=O)c1sc(NC(=O)c2ccc3c(c2)OCO3)nc1C	-0.2	21	-1	-1	1.7	3.0	0	21	-0.1
Cc1ccc(-c2cc(C(F)F)n3ncc(C(=O)N4CCN(c5cccc(C)c5C)CC4)c3n2)cc1	-2.2	6	-2	3	-2.3	1.3	u	-5	1.4
Nc1nc(SCc2ccc(Cl)cc2Cl)nc2nc3c(cc12)CCCC3	-1.7	3	1	8	x	0.1	-6	3	-1.3
O=C(Cn1cnc([N+](=O)[O-])c1)Nc1ccc(F)c(Cl)c1	0.6	4	-12	2	-0.5	-0.7	-10	4	x
COCCN1CCC(CO)C1 (configuration not stated)	-1.2	1	0	0	x	-0.5	-8	0	x
CCC1(C)Cc2c(sc3c2c2ncnn2c2nnc(SCC(=O)NCc4ccco4)n32)CO1 (configuration not stated)	-1.3	1	16	1	6.4	0.5	-12	4	-0.3
CCn1c(SCC(=O)NC(=O)Nc2ccc3c(c2)OCCO3)nnc1-c1cccs1	0.8	-2	6	0	x	0.3	-6	4	0.6
C/C(=N\NC(=S)NC(C)C)c1ccc(Cl)c([N+](=O)[O-])c1	-0.5	15	-18	0	x	-2.0	-16	5	-1.2
Cc1ccc(S(=O)(=O)N(C)c2ccc(OC(=O)c3ccc(=O)[nH]c3)cc2)cc1	0.7	3	-3	-2	x	-0.2	-8	7	0.1
CC(=O)c1cc(-c2ccc(F)cc2)n(CCC(=O)Nc2cccc(C)n2)c1C	-4.4	11	-2	-3	x	-0.4	5	5	0.5
COc1ccc(C(=O)NCCN2CCOCC2)cc1[N+](=O)[O-]	0.6	-3	-6	0	-0.2	2.8	-1	3	-1.5
CCOC(=O)c1cccnc1SCC(=O)NCc1ccccc1	-1.4	17	8	-1	-0.7	0.7	1	2	-1.8
C=CCNc1nc(Nc2ccc(Cl)cc2)nc(OC)n1	-4.8	-6	-1	-1	x	-0.3	-3	9	1.5
COC(=O)c1sc(N2CCCCC2)c(C#N)c1N	-2.7	-8	1	0	x	u	u	9	-1.3

A draw from above in order of formula weight, falling.
SMILES	FadD28 binding	CCHF vOTU inh	PrPC TRFRET	Mtb FBA inh	BioA inh	BoNT-A LC inh2	BoNT-F LC inh	GDH-TPI counter	Mtb UGM inh
Nc1nc(SCc2ccc(Cl)cc2Cl)nc2nc3c(cc12)CCCC3	-1.7	3	1	8	x	0.1	-6	3	-1.3
CCCc1cc(=O)oc2c(C)c(OCC(=O)NCCCn3ccnc3)ccc12	-0.8	10	-9	11	-1.3	0.3	4	7	-1.8
CCCCC1=NN(C(=O)c2ccncc2)C(O)(C(F)(F)F)C1 (configuration not stated)	-1.1	-5	4	0	1.0	0.1	-4	10	-1.2

Next part.
SMILES	FadD28 binding	CCHF vOTU inh	PrPC TRFRET	Mtb FBA inh	BioA inh	BoNT-A LC inh2	BoNT-F LC inh	GDH-TPI counter	Mtb UGM inh
Cc1nn(C)cc1NC(=O)CCSc1nc(-c2ccco2)cc(C(F)(F)F)n1	-2.0	5	10	0	0.6	-0.4	-6	16	-0.5
S=c1nc(Cc2ccc(Cl)cc2)[nH]c2ccccc12	-1.7	3	29*	-1	x	-0.5	4	12	3.7
CCOC(=O)C1CCCN(Cc2ccccc2F)C1 (configuration not stated)	0.9	-10	-2	4	-1.3	-0.3	0	-1	-1.0
CCC(C)NC(=O)CSc1nnc(-c2cc(-c3cccs3)nc3ccccc23)o1 (configuration not stated)	-0.7	-2	0	14	-0.8	1.3	-6	22	1.5
COc1ccc2nc(N3CCCC(C(=O)NCCCN4CCN(C)CC4)C3)sc2c1 (configuration not stated)	-5.0	-18	1	1	0.4	-1.0	-15	-8	-1.4
CC(=Nc1ccccc1N)c1c(O)n(C)c(=O)[nH]c1=O	-0.4	3	6	4	-2.8	-0.7	26	8	1.7
CC(=O)NCCNC(=O)C1(C)Cc2c(-c3ccccc3)ccnc2O1 (configuration not stated)	-2.5	-8	-3	-1	5.5	-0.2	-1	-12	x
C/C(N)=N\S(=O)(=O)c1ccc(Cl)cc1	0.2	-11	-1	13	-1.2	0.9	1	6	0.8
CCNC(=S)N1CCN(C(=O)C(Cc2ccccc2)NC(C)=O)CC1 (configuration not stated)	-2.1	-4	-5	3	-0.6	-0.3	1	3	0.1
Nc1cccc2cccc([N+](=O)[O-])c12	-1.2	2	-13	2	-0.3	0.2	3	12	x
Cc1ccc(-n2c(-c3ccccc3)n[nH]c2=S)cc1	-3.4	5	5	-10	1.3	0.1	0	-7	4.7
CCCc1cc(=O)oc2cc(C)c(CN3CCCC3)c(O)c12	-3.0	3	3	11	-1.5	3.1	14	14	-1.8
O=S(=O)(CCc1nc2ccccc2[nH]1)c1ccc(Br)cc1	-2.0	1	-2	6	x	1.5	23	6	x

3 entries picked at random from those above, as already listed:
SMILES	FadD28 binding	CCHF vOTU inh	PrPC TRFRET	Mtb FBA inh	BioA inh	BoNT-A LC inh2	BoNT-F LC inh	GDH-TPI counter	Mtb UGM inh
CC(=Nc1ccccc1N)c1c(O)n(C)c(=O)[nH]c1=O	-0.4	3	6	4	-2.8	-0.7	26	8	1.7
CC(=O)NCCNC(=O)C1(C)Cc2c(-c3ccccc3)ccnc2O1 (configuration not stated)	-2.5	-8	-3	-1	5.5	-0.2	-1	-12	x
CCNC(=S)N1CCN(C(=O)C(Cc2ccccc2)NC(C)=O)CC1 (configuration not stated)	-2.1	-4	-5	3	-0.6	-0.3	1	3	0.1

Copied from the entries so far (5 entries):
SMILES	FadD28 binding	CCHF vOTU inh	PrPC TRFRET	Mtb FBA inh	BioA inh	BoNT-A LC inh2	BoNT-F LC inh	GDH-TPI counter	Mtb UGM inh
S=c1nc(Cc2ccc(Cl)cc2)[nH]c2ccccc12	-1.7	3	29*	-1	x	-0.5	4	12	3.7
CCOC(=O)C1CCCN(Cc2ccccc2F)C1 (configuration not stated)	0.9	-10	-2	4	-1.3	-0.3	0	-1	-1.0
CCC(C)NC(=O)CSc1nnc(-c2cc(-c3cccs3)nc3ccccc23)o1 (configuration not stated)	-0.7	-2	0	14	-0.8	1.3	-6	22	1.5
COc1ccc2nc(N3CCCC(C(=O)NCCCN4CCN(C)CC4)C3)sc2c1 (configuration not stated)	-5.0	-18	1	1	0.4	-1.0	-15	-8	-1.4
CC(=Nc1ccccc1N)c1c(O)n(C)c(=O)[nH]c1=O	-0.4	3	6	4	-2.8	-0.7	26	8	1.7
